Screening data: PubChem BioAssay, National Center for Advancing Translational Sciences (NCATS)
TGFb inhibitor – inhibitors of TGF-b signaling; HepG2 CAGA-GFP TGF-b/SMAD3 reporter, GFP fluorescence, 18 h; TGF-beta stimulated, 500 pg/mL final; Potency, µM (doses to about 46.1 µM), without a hit: at the top dose activity, negative = inhibition, most hits filed as inhibitors; 1.2% of 410,000 active; AID 588855; note: potency is the fitted concentration of half-maximal effect; % is set by controls: 0 for no effect and ±100 for the full control effect; nearly all actives have a fitted effect of over 65% in size
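TGF-beta reporter screen: HEPG2 CAGA-GFP, 1% FBS, 500 pg/mL TGF-beta final, 18 h; per-cell GFP summed per well; curves fitted and categorized by class.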
Nrf2 inh – Nrf2 pathway inhibition. A549 ARE-Fluc reporter, luciferase luminescence, 18-24 h. Potency, µM (doses to about 46 µM), without a hit: at the highest dose activity change, negative = inhibition, actives largely listed as inhibitors. 2.1% of 360,000 active; note: potency is the fitted concentration of half-maximal effect; % is set by controls: 0 for no effect and ±100 for the full control effect; nearly all actives have a fitted effect of over 60% in size
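Two sequential reads on A549 ARE_Fluc cells exposed to compound for 18-24 h: a CellTiter-Fluor fluorescence read for viability, then a luciferase luminescence read for Nrf2/ARE activity.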
Nrf2 ARE act – Nrf2 pathway activation; AREc32 ARE-luciferase reporter (MCF7-derived line), luminescence, 24 h; Potency, µM (doses to about 46.1 µM), for the others: top-dose activation, actives largely listed as activators; 0.31% of 410,000 active; AID 624171; note: potency is the fitted concentration of half-maximal effect; % of control where 0% means no effect; nearly all actives have a fitted effect of over 65% in size
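AREc32 cells carrying an ARE-driven firefly luciferase reporter were seeded at 1000 cells/well in OPTI-MEM with 5% FBS, then exposed to compound for 24 hr at 37 deg C. Luminescence was read with Steady-Glo after 30 min at RT.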
ATXN viability – reduces viability in counter-screen for ATXN expression inhibitors; S2 cells (HEK-293 line with an ATXN2-luciferase reporter) viability, CellTiter-Fluor protease fluorescence, 24 h; Potency, µM (highest dose often 56.7 µM), most hits filed as cytotoxic; 0.49% of 400,000 active; note: potency is the fitted concentration of half-maximal effect; nearly all actives have a fitted effect of over 40% in size
EPAC2 agonist – activates human EPAC2 exchange factor | EPAC2 activation, biochemical qHTS; response scale: 100% = 6.5 mM cAMP response | Q8WZA2 | 0.079% of 360,000 active | Potency, µM (titrated, usually from 154 µM), without a hit: at the top dose activation, hits mostly activators | AID 720711; note: potency is the fitted concentration of half-maximal effect; nearly all actives have a fitted effect of over 50% in size
Target sequence (Q8WZA2 whole entry, looked up): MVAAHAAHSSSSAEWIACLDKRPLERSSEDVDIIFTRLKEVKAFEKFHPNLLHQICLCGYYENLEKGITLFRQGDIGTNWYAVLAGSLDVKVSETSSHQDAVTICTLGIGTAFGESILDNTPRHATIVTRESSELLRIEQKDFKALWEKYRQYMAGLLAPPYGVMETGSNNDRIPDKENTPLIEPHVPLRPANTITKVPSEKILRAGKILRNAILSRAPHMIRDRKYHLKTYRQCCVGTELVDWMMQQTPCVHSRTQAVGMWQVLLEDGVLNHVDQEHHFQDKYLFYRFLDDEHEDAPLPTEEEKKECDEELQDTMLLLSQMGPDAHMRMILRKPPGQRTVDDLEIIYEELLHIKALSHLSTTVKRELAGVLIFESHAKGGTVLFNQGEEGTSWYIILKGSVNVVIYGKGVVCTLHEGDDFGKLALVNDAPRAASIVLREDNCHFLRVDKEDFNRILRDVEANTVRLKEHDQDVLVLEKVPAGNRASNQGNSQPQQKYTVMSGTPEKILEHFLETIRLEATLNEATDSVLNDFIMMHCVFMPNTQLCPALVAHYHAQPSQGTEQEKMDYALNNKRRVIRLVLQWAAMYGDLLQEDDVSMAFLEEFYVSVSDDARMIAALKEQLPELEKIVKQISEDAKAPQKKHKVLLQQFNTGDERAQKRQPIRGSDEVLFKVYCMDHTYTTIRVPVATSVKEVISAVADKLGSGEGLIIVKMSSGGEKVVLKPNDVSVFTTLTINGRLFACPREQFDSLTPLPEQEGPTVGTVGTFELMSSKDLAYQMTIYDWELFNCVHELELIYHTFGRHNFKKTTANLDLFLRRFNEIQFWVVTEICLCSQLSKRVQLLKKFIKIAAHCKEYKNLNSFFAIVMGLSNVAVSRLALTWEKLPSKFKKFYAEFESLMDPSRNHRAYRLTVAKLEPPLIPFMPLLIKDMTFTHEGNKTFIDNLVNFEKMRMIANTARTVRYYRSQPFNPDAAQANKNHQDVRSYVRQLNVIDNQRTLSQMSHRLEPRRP
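Each well held 100 nM EPAC2, 250 nM RAP1B-BODIPY-GDP and 50 uM GDP. Fluorescence, read at 5-min intervals to 30 min, was referenced to a 6.5 mM cAMP positive control.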
ATXN2 expr inh – inhibitors of ATXN2 expression; HEK-293 ATXN2-luciferase reporter, luminescence, 24 h; Potency, µM (doses to about 57 µM), for the others: at the highest dose activity change, negative = inhibition, most hits filed as inhibitors; 0.72% of 360,000 active; AID 1745845; note: potency is the fitted concentration of half-maximal effect; % is set by controls: 0 for no effect and ±100 for the full control effect; nearly all actives have a fitted effect of over 55% in size
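qHTS (up to 57 uM final) was run with 24 h compound exposure of reporter cells at 37 °C. Each well was multiplexed: SteadyGlo luminescence measured ATXN2-luciferase expression after a fluorogenic Gly-Phe-AFC viability readout (25 uM final).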
IL2 activator – activators of IL-2 | IL-2 activation reporter assay, cell-based qHTS; stimulated with anti-CD3/CD4/CD28 beads; in transgenic mouse T cells | activation, % (series mostly up to about 46 µM) | 0.065% of 360,000 active; in the data active = activation above about 50%; inconclusive = mostly about 30% to 49%; note: 0% is about no effect
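First, unstimulated transgenic mouse T cells were exposed to compound for 60 min. Next, anti-CD3/anti-CD4-coated beads with anti-CD28 were added. Finally, after 18 h at 37 degrees C, EGFP and DsRed were imaged.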
A549 tox – A549 cytotoxicity, counter-screen for Nrf2 inhibitors; A549 ARE-Fluc cells, CellTiter-Fluor viability, 18-24 h; Potency, µM (top dose mostly 46 µM), for inactives: at the top dose activity change, negative = cytotoxicity, actives largely listed as inhibitors; 0.16% of 390,000 active; AID 504648; note: potency is the fitted concentration of half-maximal effect; % is set by controls: 0 for no effect and ±100 for the full control effect
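Cytotoxicity counterscreen: CellTiter-Fluor fluorescence was measured in A549 ARE_Fluc cells after 18-24 h of compound exposure in a concentration series. The subsequent BugLite luminescent read reports ARE-luciferase activity.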
HepG2 tox – kills HepG2 cells in TGF-b inhibitor counter-screen; HepG2 CAGA-GFP viability, ATP luminescence, 18 h; Potency, µM (titrated, usually from 46.1 µM), for inactives: at the top dose activity change, negative = cytotoxicity, usual class: cytotoxic; 0.76% of 410,000 active; note: potency is the fitted concentration of half-maximal effect; some results filed as inactive show a strong effect at the top dose
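CellTiter-Glo luminescence gave cytotoxicity after 18 hours at 37 degrees C. The cells were HepG2 CAGA-GFP in 1% FBS DMEM, stimulated with 500 pg/mL TGF-beta after compound addition. %Activity was normalised to no-cell wells (complete cell-killing) and DMSO (no toxicity), and curves were fitted and classified.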
Starred values were filed as active, the others as inactive; i = inactive; ? = inconclusive; . = not tested or not shown; [ ] = remark or other dose. Unless noted, calls come from the whole dose curve; as a rule, active = well fitted curve in the direction sought with a large enough effect; inconclusive = small, poorly fitted or top-dose-only effect, or another doubt; inactive = no such curve, though single readings can be large; an effect the other way counts as inactive or inconclusive.

Screens in order: TGFb inhibitor | Nrf2 inh | Nrf2 ARE act | ATXN viability | EPAC2 agonist | ATXN2 expr inh | IL2 activator | A549 tox | HepG2 tox
CC(C)CC1NC(=O)N(CC(=O)NC2CCCCC2)C1=O (stereo not given)
    -6% | 13% | 0.3% | i | 2% | 2% | -4.2 | -4% | -7%
COc1ccc(/C=C/C(=O)Nc2nc(C)cc(C)n2)cc1OC
    -6% | 3% | 0.6% | i | -6% | 6% | 0.9 | 4% | -17%
Cc1cc(C)c2nc(SC3CCOC3=O)cc(C)c2c1 (stereo not given)
    -13% | -20% | -0.5% | i | 5% | -9%[11.3 µM] | 2.0 | -4% | -5%
CCCCC(=O)Nc1ccc(N2CCN(C(=O)CC)CC2)cc1
    1% | 5% | -0.3% | i | 3% | 4% | -2.6 | -14%[1.84 µM] | -1%
O=C(Nc1ccccc1N1CCN(C(=O)c2ccc(Cl)cc2)CC1)c1ccc([N+](=O)[O-])o1
    ? | 5% | ? | ? | 7% | ? | -4.7 | -4% | -14%
O=C(NCc1ccco1)/C(=C\c1ccco1)NC(=O)c1ccco1
    10% | 8% | 4.7% | i | 9% | -13% | -1.2 | 2% | -12%
CC(=O)c1sc(NC(=O)c2ccc(F)cc2)nc1-c1ccccc1
    2% | 5% | 0.9% | i | 4% | 1% | 1.1 | -2% | -4%
CCc1cc(Cn2nc(-c3ccccc3)cc2C(=O)NCc2ccc(C)cc2)on1
    -1% | 0% | 4.6% | ? | 6% | -6% | 1.3 | -1% | -27%
CC(C)n1nc(C(=O)Nc2nc3ccc(S(C)(=O)=O)cc3s2)c2ccccc2c1=O
    -22% | -8% | 0.3% | i | 6% | ? | -1.6 | 14% | -39%
CCCc1cc(=O)oc2cc(OCC(=O)NCCCn3ccnc3)c(Cl)cc12
    9% | -8% | -1.0% | i | -1% | 6% | -0.7 | 7% | 1%
CC(=NNc1nc2ccccc2o1)c1ncccn1
    ? | 3.3µM* | ? | ? | -4% | ? | -0.4 | -20% | -37%
CC(C)n1c(O)c(N=NC(=O)CNC(=O)Cc2ccc(Cl)cc2)c2ccccc21
    -17% | -20% | 0.1% | i | 15% | 3% | -2.6 | -6% | -14%
Cc1ccc(-c2nn(CCC(=O)NN3CCOCC3)c(=O)c3ccccc23)cc1
    -18% | -23% | -0.5% | i | 3% | 0% | -0.2 | 0% | 0%
Cc1ccc(NC(=O)NCc2c(-n3cccc3)sc3c2CCCC3)c(Cl)c1
    2% | 1% | -1.1% | i | . | -17% | . | 1% | 10%
CC(OC(=O)c1cnccn1)C(=O)c1ccccc1 (stereo not given)
    -3% | -5% | -1.7% | i | 2% | 0% | 0.6 | -6% | -6%
COc1ccc(CC(=O)Nc2cc(S(=O)(=O)N3CCOCC3)ccc2N2CCCC2)cc1
    0% | . | 0.2% | i | 0% | . | -1.8 | . | -4%
COc1ccc(C2C(C(=O)Nc3ccccc3)=C(C)Nc3nc(-c4ccccc4)nn32)c(OC)c1 (stereo not given)
    ? | ? | 5.7% | i | . | -15% | . | -7% | -12%
Cc1ccc(N2CCN(c3cc(C)nc4nc(C)nn34)CC2)c(C)c1
    -12% | 8% | -1.7% | i | -6% | 9% | 1.1 | 0% | 1%
Cc1cccc(S(=O)(=O)NC(=O)C2(C)CCN2C(=O)c2ccccc2CCc2ccccc2)c1 (stereo not given)
    2% | . | 0.0% | ? | 7% | 13% | -0.2 | . | -12%
Cc1ccc(C(C)C)c(OCCOCCN2CCNCC2)c1
    -13% | -5% | 3.2% | i | 6% | 12% | 0.3 | -12% | -30%

5 of the entries above in order of the TGFb inhibitor value, falling:
SMILES	TGFb inhibitor	EPAC2 agonist	IL2 activator
O=C(NCc1ccco1)/C(=C\c1ccco1)NC(=O)c1ccco1	10%	9%	-1.2
Cc1ccc(NC(=O)NCc2c(-n3cccc3)sc3c2CCCC3)c(Cl)c1	2%	.	.
CCCCC(=O)Nc1ccc(N2CCN(C(=O)CC)CC2)cc1	1%	3%	-2.6
CCc1cc(Cn2nc(-c3ccccc3)cc2C(=O)NCc2ccc(C)cc2)on1	-1%	6%	1.3
CC(C)n1c(O)c(N=NC(=O)CNC(=O)Cc2ccc(Cl)cc2)c2ccccc21	-17%	15%	-2.6

(next part)
Screens in order: TGFb inhibitor | Nrf2 inh | Nrf2 ARE act | ATXN viability | EPAC2 agonist | ATXN2 expr inh | IL2 activator | A549 tox | HepG2 tox
Cc1ccccc1C(=O)NCCCNC(=O)c1ccccc1C
    -7% | -4% | -0.3% | i | 11% | -11% | -2.6 | -3% | -15%
Cc1ccc(-c2cc(C(=O)Nc3c(C)n(C)n(-c4ccccc4)c3=O)[nH]n2)c(O)c1C
    -4% | -3% | 2.6% | i | -2% | -2% | -2.0 | 2% | -4%
COc1ccccc1C(=O)C1CCCN(C(=O)c2ccc3c(c2)OCCO3)C1 (stereo not given)
    -2% | 0% | 0.8% | i | 8% | -11% | -0.4 | -10% | 1%
Cc1nc(C(=O)Nc2ccccc2)sc1C1(C)CC(c2cccnc2)=NO1 (stereo not given)
    -23% | 19% | 2.7% | i | 4% | 46%[activator] | -0.7 | -1% | -23%
Nc1cccc(C(=O)NCCNC(=O)c2cccc(N)c2)c1
    14% | -15% | -1.6% | i | 1% | . | -0.9 | -1% | -7%
COCCN(C(=O)CC1C(=O)NCCN1Cc1ccc(-c2ccccc2)cc1)C(C)C (stereo not given)
    -14% | -10% | 2.8% | i | 3% | . | 1.2 | 12% | -93%
O=C1CCC(OCc2ccccc2)CCN1CC[C@@H](Sc1ccccc1)c1ccccc1 (stereo not given in full)
    . | . | 5.0% | ? | 7% | -30% | -0.6 | . | .
CC(=O)Nc1ccc(NC(=O)C2CCCN(S(=O)(=O)c3ccc(-n4cnnn4)cc3)C2)cc1 (stereo not given)
    -1% | 6% | -0.6% | i | 6% | 7% | 1.0 | 0% | -10%
C=C(C)Cn1c(N2CCN(c3ccc(OC)cc3)CC2)nc2c1c(=O)n(C)c(=O)n2C
    -21% | 23µM* | 2.4% | i | -1% | -29% | -1.0 | -23% | 7%
O=C(c1ccoc1)N1CCC2(CC1)Oc1ccc(Cl)cc1C(=O)C21CC(c2ccccc2)=NO1 (stereo not given)
    14% | -23% | 0.9% | i | 14% | -3% | 0.4 | -2% | -38%
O=C(Nn1cnnc1)c1ccccc1F
    12% | 2% | -0.4% | i | 3% | 4% | -1.4 | -4% | 2%
CSCCCNC(=O)c1ccccc1OC1CCN(S(C)(=O)=O)CC1
    13% | 3% | 0.4% | i | -3% | -7% | -1.0 | -7% | -1%
CCOC(=O)C(CC)(CC)C(=O)/C=C/c1cccc(Br)c1
    14µM* | -21% | -2.1% | ? | -1% | ? | -5.7 | -2% | -116%
CCN(c1ccccc1)S(=O)(=O)c1ccc(Cl)c(NC(=O)CSc2nncs2)c1
    4% | ? | 3.4% | i | 8% | -17% | -2.8 | 4% | -17%
O=C(Cc1ccccc1)NC1CC(=O)N(c2ccccc2)C1 (stereo not given)
    -6% | . | 2.3% | . | . | . | . | 7% | -13%
Cc1ccc(C2N(c3ccc(F)cc3)C(=O)C3CCCN32)cc1 (stereo not given)
    -1% | -4% | -1.2% | i | 9% | 9% | -0.5 | -1% | 1%
COc1cc(C(=O)NNC(=O)C2CC2)cc(OC)c1OC
    15% | 2% | -0.8% | i | 1% | . | 0.9 | 0% | 11%
O=C(O)c1cc(-c2ccc(Cl)cc2)n(-c2ccccc2)n1
    3% | 1% | 1.5% | ? | -2% | -2% | 4.8 | -7% | -10%
CN1C(=O)NC(NC(=O)C2CCCCC2)(C(F)(F)F)C1=O (stereo not given)
    5% | -8% | -0.5% | i | 2% | 7% | 0.8 | -3% | -2%
Fc1ccccc1N1CCN(CCCNc2ccc3nncn3n2)CC1
    1% | 8% | -0.7% | i | -7% | 4% | -3.1 | 9% | -5%

TGFb inhibitor: entries above that show a hit
| smiles | TGFb inhibitor | EPAC2 agonist | IL2 activator |
| --- | --- | --- | --- |
| CCOC(=O)C(CC)(CC)C(=O)/C=C/c1cccc(Br)c1 | 14µM* | -1% | -5.7 |

Other compounds
Structure	TGFb inhibitor	Nrf2 inh	Nrf2 ARE act	ATXN viability	EPAC2 agonist	ATXN2 expr inh	IL2 activator	A549 tox	HepG2 tox
O=c1oc2ccccc2cc1-c1nc(-c2cccs2)cs1	0%	.	2.5µM*	.	-201%[inhibitor]	50%[activator]	0.9	22%	-24%
Cc1c([N+](=O)[O-])c([N+](=O)[O-])nn1CC(=O)NCc1cccnc1	?	5%	?	i	6%	-13%	-0.1	-7%	1%
O=C(CSc1nnc(-c2c[nH]c3ccccc23)o1)N1CCCCC1	-2%	?	8.0%	?	8%	16%	-1.2	3%	-2%
COC(=O)c1ccc(C(=O)OC)c(NC(=O)c2c(-c3ccccc3)c(-c3ccccc3)nn(C)c2=O)c1	0%	13%	-1.0%	.	.	.	.	1%	-4%
COc1ccc(-n2nc(C(=O)Nc3ccc(Cl)cn3)c3c4ccccc4n(C)c3c2=O)cc1Cl	0%	3%	0.6%	i	.	-2%	.	8%	-9%
CCCS(=O)(=O)NC(=O)C1(C)CCCN(C(=O)c2cc(F)ccc2C)C1 (stereo not given)	-2%	.	-0.4%	i	7%	7%	-0.2	.	-25%
CCN(C[C@H]1N[C@@](C)(C(=O)OC)[C@H]2C(=O)N(Cc3ccccc3)C(=O)[C@@H]12)S(=O)(=O)c1ccc(OC)cc1	16%	-4%	-1.1%	i	5%	-4%	0.5	7%	6%
